# Screens deposited in PubChem by Southern Research Specialized Biocontainment Screening Center.
# Salmonella PhoP GFP: Inhibition of PhoP regulon, Salmonella typhi GFP reporter cells, confirmation, 4 h (AID 1850). 310,000 compounds, 0.33% hits. inhibition, % at 50 µM, or IC50 in µM where a hit was titrated. Salmonella Typhi PhoP-promoter GFP reporter, fluorescence, 4 h; higher % means a stronger effect; in the data active means a potency from the dose series; inconclusive means inhibition mostly from about 25% at the one dose, without a potency; inactive means the rest, 99 in 100 with inhibition below about 19%;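 further: 0% = induced wells with vehicle and 100% = uninduced wells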
# influenza NS1A: NS1A inhibition, H1N1 influenza, cell based functional assay (AID 504329) | NS1A functional cell-based assay, percent inhibition; higher % means a stronger effect | inhibition, % at 12.5 µM, or IC50 in µM where a hit was titrated | 340,000 compounds, 0.3% hits; in the data active means a potency from the dose series; inconclusive means inhibition above about 27% without an active follow-up result; further: strong numbers were not always called active
# tuberculosis growth: growth inhibition of non-replicating M. tuberculosis (AID 488890); one-dose inhibition, % at 25 µM; IC50 in µM for titrated hits; Mycobacterium tuberculosis non-replicating, growth inhibition; higher % means a stronger effect; 320,000 compounds, 0.39% hits; in the data active means a potency from the dose series; inconclusive means inhibition mostly from about 82% at the one dose, without a potency; inactive means the rest, 99 in 100 with inhibition below about 76%;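 further: plate controls were DMSO cells for no effect and high antibiotic wells for full effect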
# H37Rv inhibition: M. tuberculosis growth inhibition, HTS (AID 449762). one-dose inhibition, % at 25 µM; IC50 in µM for titrated hits. 330,000 compounds, 0.59% hits. M. tuberculosis H37Rv growth inhibition, 7H9 media; higher % means a stronger effect; in the data active means a potency from the dose series; inconclusive means inhibition above about 70% without an active follow-up result;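 further: bacterial growth assessed after seven days of incubation; strong numbers were not always called active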
# inhibitors of VEEV: inhibitors of VEEV TC-83 cytopathic effect, confirmation, Vero cells (AID 588727) | Vero cells, VEEV TC-83 cytopathic effect inhibition; higher % means a stronger effect | 350,000 compounds, 0.13% hits | inhibition, % at 20 µM, or IC50 in µM where a hit was titrated; in the data active means a potency from the dose series; inconclusive means inhibition mostly from about 14% at the one dose, without a potency; inactive means the rest, 99 in 100 with inhibition below about 12%; further: strong numbers were not always called active
# inhibitors of VEEV 10K pilot screen: recorded beside inhibitors of VEEV, whose call it bears; inhibition, %; measured here: 10K pilot screen inhibition
# Numbers without * were called inactive; i = inactive; ? = inconclusive; . = not tested or not shown. Compounds as they come, and some 1.5% of all compounds hit somewhere here.
# Start of the listing, in advance, 2 compounds:
SMILES,Salmonella PhoP GFP,influenza NS1A,tuberculosis growth,H37Rv inhibition,inhibitors of VEEV,others
C[C@H]1CN([C@@H](C)CO)C(=O)Cc2cc(NS(=O)(=O)c3cccs3)ccc2O[C@H]1CN(C)S(=O)(=O)c1cn(C)cn1,.,-8%,-5%,4%,2.2%,
Cc1nn(-c2ccccc2)c(C)c1C(=O)OC(C)C(=O)NC1CCCCC1 (configuration not stated),.,3%,24%,-3%,2.5%,

# Results (from the top)
SMILES,Salmonella PhoP GFP,influenza NS1A,tuberculosis growth,H37Rv inhibition,inhibitors of VEEV,others
C[C@H]1CN([C@@H](C)CO)C(=O)Cc2cc(NS(=O)(=O)c3cccs3)ccc2O[C@H]1CN(C)S(=O)(=O)c1cn(C)cn1,.,-8%,-5%,4%,2.2%,
Cc1nn(-c2ccccc2)c(C)c1C(=O)OC(C)C(=O)NC1CCCCC1 (configuration not stated),.,3%,24%,-3%,2.5%,
NC(=S)c1cc2cc(Cl)ccc2oc1=O,-2%,.,?,-4%,i,
CN(C)S(=O)(=O)c1ccc(Cl)c(NC(=O)COC(=O)CC(NC(N)=O)c2ccc(Cl)cc2)c1 (configuration not stated),-5%,-2%,-4%,5%,i,
O=C(Nc1cccc(Cl)c1)c1nc[nH]c1C(=O)N1CCN(c2ccccc2)CC1,.,-2%,-2%,10%,0.2%,
COCC(=O)Oc1c(S(=O)(=O)c2ccc(C)cc2)c(C)nn1-c1ccccc1,8%,-2%,-25%,2%,0.6%,
Cc1cccc(CCNC(=O)Cc2ccc(NC3=NC4CS(=O)(=O)CC4S3)cc2)c1 (configuration not stated),-8%,1%,-14%,-8%,0.8%,
O=C(N/N=C/c1cnc(N2CCCCC2)s1)c1ccc(Cl)cc1,1%,1%,-3%,6%,1.9%,
Cc1ccc(S(=O)(=O)Nc2ccc(Cl)cc2C(=O)c2ccc(F)cc2)cc1,2%,1%,51%,9%,1.1%,
COc1ccc(Cl)cc1NC(=O)CN(C)Cc1ccc(OC)c(OC)c1,-8%,5%,35%,-2%,2.2%,
O=C(NCC1CCCO1)C1CC(c2ccc(Cl)c(Cl)c2)=NO1 (configuration not stated),-7%,-1%,-22%,-5%,i,
CS(=O)(=O)Nc1ccccc1C(=O)OCC(=O)N1CCC(c2ccccc2)=N1,.,-7%,3%,1%,9.1%,
O=C(NCCc1ccc2c(c1)OCCO2)c1ccccn1,-3%,-2%,22%,-1%,0.7%,
CCOc1ccc(C(=O)COC(=O)Cc2n[nH]c(=O)c3ccccc23)cc1,0%,-6%,-1%,5%,8.6%,
COc1ccccc1CNC(=O)Cn1c(=O)oc2cc(S(=O)(=O)N3CCCC3)ccc21,33%,-8%,10%,-3%,5.3%,
CCN1CCN(c2nnc(-c3ccccc3)c3ccccc23)CC1,-2%,-17%,-10%,0%,0.5%,
CCOC(=O)c1c(C2CC2)csc1NC(=O)COC(=O)c1ccc[n+]([O-])c1,1%,33%,20%,-5%,1.4%,
COc1ccc(Oc2ccc(C(F)(F)F)cc2NC(=O)c2ccc(F)cc2)cc1,-9%,.,27%,20%,0.1%,
O=S(=O)(NCCc1ccncc1)c1ccc(F)cc1,4%,-3%,-7%,-1%,0.8%,
O=C(O)c1cc(-c2ccc(/C=N/N3C(=O)C4C5C=CC(CC5)C4C3=O)o2)ccc1Cl (configuration not stated),-2%,-6%,12%,-2%,0.2%,
COc1cc(/C=C/C(=O)O)cc(S(=O)(=O)NC2CC2)c1OC,5%,1%,-22%,-8%,i,
Nc1c(Cl)cc(C2=NCCn3nc4cc(C(F)(F)F)ccc4c32)cc1Cl,-7%,9%,28%,?,2.0%,
CCOC(=O)c1[nH]c2ccccc2c1NC(=O)NC1CCCCC1,4%,-6%,-3%,-7%,4.4%,
O=C(NC1CCCCC1)C1CCCN(S(=O)(=O)c2cnc[nH]2)C1 (configuration not stated),-5%,1%,.,4%,i,

# Six records picked at random from the list so far, as already listed:
SMILES,Salmonella PhoP GFP,influenza NS1A,tuberculosis growth,H37Rv inhibition,inhibitors of VEEV,others
O=C(NCC1CCCO1)C1CC(c2ccc(Cl)c(Cl)c2)=NO1 (configuration not stated),-7%,-1%,-22%,-5%,i,
CCOC(=O)c1[nH]c2ccccc2c1NC(=O)NC1CCCCC1,4%,-6%,-3%,-7%,4.4%,
COc1ccc(Oc2ccc(C(F)(F)F)cc2NC(=O)c2ccc(F)cc2)cc1,-9%,.,27%,20%,0.1%,
CCN1CCN(c2nnc(-c3ccccc3)c3ccccc23)CC1,-2%,-17%,-10%,0%,0.5%,
O=C(Nc1cccc(Cl)c1)c1nc[nH]c1C(=O)N1CCN(c2ccccc2)CC1,.,-2%,-2%,10%,0.2%,
CCOc1ccc(C(=O)COC(=O)Cc2n[nH]c(=O)c3ccccc23)cc1,0%,-6%,-1%,5%,8.6%,

# Going on with the list.
SMILES,Salmonella PhoP GFP,influenza NS1A,tuberculosis growth,H37Rv inhibition,inhibitors of VEEV,others
Nc1c(C(=O)Nc2cccc(C(=O)O)c2)sc2nc3c(cc12)CCCC3,18%,-5%,-6%,10%,2.0%,
Cc1cccc(NC(=O)CN2C(=O)N/C(=C/c3cc(C)n(C(C)C)c3C)C2=O)c1,5%,0%,12%,-9%,i,
CCc1ccc(NC(=O)C(C)OC(=O)c2c(C)nn(Cc3ccccc3)c2Cl)cc1 (configuration not stated),-11%,-2%,22%,28%,0.2%,
CCN(CC)CCN(Cc1cc2cc3c(cc2[nH]c1=O)OCO3)C(=S)NCC(C)C,-2%,2%,12%,3%,0.4%,
CC(C)CCN1CC(C(=O)NCc2ccccc2)CC1=O (configuration not stated),-7%,-2%,9%,-4%,0.3%,
Cc1cc(C)c(C)c(OCC(=O)O/N=C(\N)c2ccccn2)c1,-17%,2%,.,3%,0.6%,
O=C(COC(=O)c1ccccc1O)NCc1ccc2c(c1)OCO2,.,-9%,53%,-7%,1.0%,
CC(=O)Oc1c(S(=O)(=O)c2ccc(C)cc2)c(C)nn1-c1ccccc1,-2%,-22%,33%,-3%,0.1%,
O=S(=O)(Nc1ccccc1)c1ccc(NS(=O)(=O)c2c(F)cccc2F)cc1,2%,10%,-7%,-1%,1.1%,
O=C(CCCN1C(=O)CCC1=O)Nc1ccc2c(c1)OCCO2,-6%,3%,0%,5%,1.2%,
COC(=O)c1cc(CNC(=O)c2cccc(Cl)c2Cl)ccc1OC,-1%,.,37%,3%,.,
Cc1cccc(OCCCn2c(=O)sc3ccccc32)c1,2%,0%,24%,6%,4.5%,
COc1cc(C(=O)OCC(=O)c2cc(C)n(C)c2C)cc(NC(=O)c2ccco2)c1OC,-4%,-3%,2%,5%,1.8%,
CCOc1ccc(-c2nc(C#N)c(N3CCN(Cc4ccccc4)CC3)o2)cc1,-8%,>100µM*,.,34%,2.0%,
O=C(O)c1cccc(S(=O)(=O)NNc2ccccc2C(F)(F)F)c1,-1%,3%,1%,13%,1.6%,
O=C(Nc1ccc2c(c1)OCCO2)C1CCN(C(=O)c2ccc(Br)cc2)CC1,0%,0%,11%,-6%,2.4%,
O=C(COc1ccccc1)Nc1nc2cc3c(cc2s1)OCCO3,-4%,-7%,-7%,-1%,1.9%,
COc1ccc(-c2c(C)n([O-])c3c([n+]2=O)CCCC3)cc1,1%,-2%,9%,-9%,1.5%,
CCOC(=O)C(=NCC1CCCO1)NNc1ccccc1Cl (configuration not stated),3%,-22%,18%,49%,0.1%,
O=C(CSc1nc2ccsc2c(=O)n1CC1CCC(C(=O)O)CC1)NCCc1ccc(Cl)cc1 (configuration not stated),6%,-9%,13%,3%,0.1%,
COc1cccc(NC(=O)NNC(=O)CN2C(=O)COc3ccccc32)c1,0%,-29%,6%,2%,0.5%,
O=C1CC[C@H](O)CCN1[C@H](CSc1ccccc1)Cc1ccccc1,0%,2%,-4%,2%,i,inhibitors of VEEV 10K pilot screen=0.0
Cc1cc(C)c(N2C(=O)CCCC2=O)c(Cl)c1,-3%,-9%,14%,4%,0.2%,
O=C(CCC(=O)Nc1ccc(Oc2ccccc2)cc1)NCCO,-7%,-7%,12%,?,i,
Cc1cccc(N2CCN(C(=O)C3CCN(c4ncnc5c4nc4n5CCCCC4)CC3)CC2C)c1 (configuration not stated),-7%,10%,-2%,?,13%,
COc1cc(C(=O)NCCC(C)C)c([N+](=O)[O-])cc1OC,6%,0%,7%,14%,i,
CCOC(=O)C1CCN(c2cc(C)nc3cc(-c4cccc(F)c4)nn23)CC1,-8%,0%,7%,-5%,2.0%,
COc1ccc(C(C[N+](=O)[O-])c2c(-c3ccccc3)cc3ccccn23)cc1OC (configuration not stated),0%,0%,61%,-1%,6.2%,
O=C(CNC(=O)c1cccs1)OCC(=O)c1ccc([N+](=O)[O-])cc1,2%,4%,32%,12%,i,
CCN1CCN(CCCNC(=O)C2CCN(c3nnc(-n4c(C)ccc4C)s3)CC2)CC1,1%,2%,5%,1%,1.1%,
CC(C)(C)c1csc(NC2=NS(=O)(=O)c3ccccc32)n1,-1%,-1%,44%,-4%,1.4%,
CNC(=O)NC(=S)NC(=O)c1ccc(OC)cc1,-2%,-3%,22%,-9%,1.5%,
CCOC(=O)C1=C(C)N=c2s/c(=C/c3cccc([N+](=O)[O-])c3O)c(=O)n2C1c1ccc(OC)cc1OC (configuration not stated),-9%,22%,23%,13%,0.6%,
CCCCCC1(C)NC(=S)N(c2ccccc2)N1 (configuration not stated),7%,-8%,12%,45%,1.5%,
CCOC(=O)C1C2C=CC(CC2)N1c1ccccc1 (configuration not stated),-30%,6%,-21%,12%,i,
COc1cc(C2C3=C(CC(c4ccco4)CC3=O)Nc3ccccc3N2C(C)=O)cc(OC)c1OC (configuration not stated),0%,-1%,14%,-7%,1.1%,inhibitors of VEEV 10K pilot screen=0.6
COc1cc2nc(NC(=O)c3ccccc3)[nH]c(=O)c2cc1OC,-8%,5%,-8%,0%,3.4%,
Cc1cc(C)c2c(-n3cccc3)c(C(=O)NNS(=O)(=O)c3ccc(Cl)cc3)sc2n1,-2%,-9%,65%,-6%,4.6%,
Cc1cc(C)n(-c2nc3ccccc3c(=O)n2OCc2ccc(Cl)cc2)n1,2%,-3%,44%,36%,1.2%,
CCn1nnnc1SCC(=O)Nc1cc(C)on1,3%,4%,-5%,-1%,7.5%,
CCCc1cc(=O)oc2cc(C)cc(OCC(=O)NCCCN3CCCC3=O)c12,3%,-9%,-7%,-3%,0.7%,
CC1Cc2cc(S(=O)(=O)N3CCN(c4ccccc4)CC3)ccc2N1C(=O)C1CC1 (configuration not stated),-9%,-5%,4%,9%,i,
CC1CCCN(C(=O)CN(c2ccccc2)S(=O)(=O)c2ccc(F)cc2)C1 (configuration not stated),.,-2%,7%,-4%,i,
CCc1ccc(Oc2ncnc(N)c2[N+](=O)[O-])cc1,-16%,3%,70%,2%,1.7%,
Cc1nnsc1C(=O)Nc1ccc(S(=O)(=O)N2CCC(C)CC2)cc1,-25%,9%,-3%,-2%,0.3%,
O=C(CCNC(=O)c1ccco1)Nc1ccc(F)c(Cl)c1,9%,2%,-2%,-7%,i,
C=CCN(C(=O)c1csnn1)C(C(=O)NCc1ccc(F)cc1)c1ccc(F)cc1 (configuration not stated),0%,3%,-12%,-3%,i,
Cc1ccc(S(=O)(=O)N2CCN(C(=O)COC(=O)c3ccc(C(C)(C)C)cc3)CC2)c(C)c1,3%,2%,63%,39%,1.3%,
COc1ccc(NC(=O)COC(=O)/C=C/c2ccc(OC)c(S(=O)(=O)N3CCOCC3)c2)cc1,8%,0%,3%,12%,i,
CC(C)[C@H](NC(=O)c1cccc(CN(Cc2ccccc2)C(=O)/C=C/c2ccccc2)c1)C(=O)O,7%,8%,-4%,-5%,i,
N=c1oc2ccc(Br)cc2cc1C(=O)NC1CCCCCC1,-1%,-2%,?,-4%,1.6%,
Cc1cccc(C(C)C)c1NC(=O)c1ccc(COc2ccc3c(C)cc(=O)oc3c2)cc1,-7%,-7%,10%,7%,0.3%,
COCCN(CCOC)C(=O)C1CCN(c2ccc(S(=O)(=O)N3CCOCC3)cc2[N+](=O)[O-])CC1,-3%,-2%,11%,4%,1.0%,
Cc1cc(NC(=O)CN2CCc3ccccc3C2)nc2c1c(=O)oc1ccccc12,-11%,13%,.,-6%,6.6%,
Cc1onc(-c2c(Cl)cccc2Cl)c1/C(N)=N/OC(=O)N(C)C,8%,-8%,-10%,2%,i,
CSCCC(NC(=O)c1cccc(S(=O)(=O)N2CCOCC2)c1)c1nc2ccccc2[nH]1 (configuration not stated),.,0%,22%,2%,3.0%,
COc1ccccc1NC(=O)c1ccc2nc(C)sc2c1,-3%,-2%,34%,-1%,0.6%,
O=C(NCc1ccccc1)C(=O)Nc1nccs1,4%,0%,54%,6%,i,
